S-ASM inh = human S-ASM enzyme inhibition | P17405 | placental ASM, HMU-PC fluorogenic substrate, 60 min | Potency, µM (titrated, usually from 57.5 µM), inactives show at the highest dose activity change, negative = inhibition, most hits filed as inhibitors | 340,000 tested, 0.006% active | AID 504937; also: potency is read from the fitted curve at half-maximal effect
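Human placenta-derived ASM preincubated with compound 10 min at room temperature, then reacted with 9 uM (final) fluorogenic HMU-PC substrate for 60 min at 37 C. Stop solution raises pH to 10; fluorescence read at Ex 386/Em 447 nm.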
BCR signal inh = inhibitors of chronic active B-cell receptor signaling; Potency, µM (highest dose often 46.1 µM), for the others: at the highest dose ratio change, negative = lower green/red ratio, hits mostly inhibitors; 340,000 tested, 0.05% active; ABC-DLBCL IkBa-CBG/CBR reporter, luminescence ratio, 4 h; active = well fitted inhibition curve with a large enough effect in the signal ratio, with a control signal flat, not every such curve was filed as active; inconclusive = small, poorly fitted or top-dose-only effect, or effect the other way, or a change in a side signal; the % refers to the signal ratio;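 also: potency is read from the fitted curve at half-maximal effect; plate controls were basal doxycycline-induced cells for no effect and cells given 10 µM MG132 for full effect; MG132 reads +100%, hits lower the ratio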
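Compounds up to 46 uM were incubated four hours with TMD8 cells whose green CBG68 luciferase is fused to IkappaBalpha; red CBR luminescence normalised the signal, and concentration-effect curves were fitted to fusion, red and ratio data.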
PTAP TSG101 blk = blocks PTAP/TSG101 interaction to inhibit HIV-1 budding; Q99816; Fluorescence polarization, FITC-PTAP peptide / Tsg101 binding; Potency, µM (doses to about 115 µM), inactives show top-dose activity change, negative = inhibition, most hits filed as inhibitors; 340,000 tested, under 10 active; AID 493005; active = well fitted inhibition curve with a large enough effect in the main read-out, with a control signal flat, not every such curve was filed as active; inconclusive = small, poorly fitted or top-dose-only effect, or effect the other way, or a change in a side signal; inactive = no such curve, though single readings can be large or run the other way; also: potency is read from the fitted curve at half-maximal effect; % of control where 0% means no effect
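Tsg101 binding domain (10 uM final) was mixed with compound and a FITC-labeled PTAP peptide (50 nM final) in HEPES pH 7.5 buffer with NaCl, Tween 20, EDTA and TCEP; fluorescence polarization was read after 20 min at r.t.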
TCR activator = activators of T cell receptors; Potency, µM (top dose mostly 9.22 µM), for the others: top-dose activation of IL-2 secretion, hits mostly activators; 330,000 tested, under 10 active; primary human leukocytes, anti-CD3, IL-2 HTRF, 48 h; also: % of control where 0% means no effect
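Primary human leukocytes were stimulated with a-CD3 beads plus compounds for 48 hr without co-stimulation; secreted IL-2 was quantified by HTRF using a-IL-2-K (europium cryptate) and a-IL-2-d2, excited at 320nm with acceptor emission read at 665nm.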
ELG1 repair inh = blocks ELG1-dependent DNA repair in HEK293T cells; 330,000 tested, 2.3% active; Potency, µM (titrated, usually from 46.1 µM), for inactives: at the top dose activity change, negative = inhibition, usual class: inhibitors; HEK293T ELG1-luciferase reporter, luminescence, 16 h; DNA damage induced by 5-fluorouridine; also: potency is read from the fitted curve at half-maximal effect; % is scaled to controls: 0 for no effect and ±100 for the full control effect; nearly all actives have a fitted effect of over 55% in size
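Luminescence from the luciferase reporter, measured 30 min after ONE-Glo reagent at room temperature, was the read-out. Beforehand, 2,000 cells per well were exposed for 16 hr at 37 °C to 5-fluorouridine together with compound or vehicle.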
Tb PFK inh = T. brucei PFK enzyme inhibition | O15648 | T. brucei PFK, ADP-Glo luminescence | Potency, µM (doses to about 57.5 µM), inactives show top-dose activity, negative = inhibition, usual class: inhibitors | 330,000 tested, 0.17% active | AID 485367;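 also: potency is read from the fitted curve at half-maximal effect; 0% = uninhibited 1x PFK enzyme wells and -100% = no-enzyme wells; nearly all actives have a fitted effect of over 60% in size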
Target sequence (O15648 whole entry, looked up): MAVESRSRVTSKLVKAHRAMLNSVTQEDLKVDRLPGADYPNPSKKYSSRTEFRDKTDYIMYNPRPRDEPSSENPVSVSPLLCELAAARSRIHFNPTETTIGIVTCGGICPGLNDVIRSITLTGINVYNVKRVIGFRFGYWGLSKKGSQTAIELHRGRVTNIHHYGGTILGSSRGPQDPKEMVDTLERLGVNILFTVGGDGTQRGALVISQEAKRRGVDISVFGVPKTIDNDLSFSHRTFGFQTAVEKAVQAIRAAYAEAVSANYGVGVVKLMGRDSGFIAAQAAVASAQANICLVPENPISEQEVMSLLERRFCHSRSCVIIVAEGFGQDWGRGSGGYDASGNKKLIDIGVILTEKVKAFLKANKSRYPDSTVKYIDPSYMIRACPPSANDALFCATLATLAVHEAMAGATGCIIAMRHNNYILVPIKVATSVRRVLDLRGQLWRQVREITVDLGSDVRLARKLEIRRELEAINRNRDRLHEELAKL
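PFK 1.25 nM, F6P 0.5 mM, ATP 0.1 mM, 0.1 M TEA pH 8.0, 5 mM MgCl2, 0.01% Tween20, 0.1% BSA; 45 min RT. ADP-Glo readout. qHTS titration up to 57 uM; curves fitted, compounds curve-classed.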
Integrin act MD = activates integrin-mediated alleviation for muscular dystrophy; Potency, µM (doses to about 38.3 µM), for the others: top-dose activation, hits mostly activators; alpha7betagal myoblasts, beta-gal FDG fluorescence, 48 h; 350,000 tested, 0.064% active;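 also: potency is read from the fitted curve at half-maximal effect; 100% = response of the positive control SU9516; nearly all actives have a fitted effect of over 60% in size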
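Alpha7betagal+/- myoblasts (passage 13) were plated 16-24 hr, then exposed to compounds (1:260 dilution of DMSO stock) for 48 hours at 37C. After MPER lysis, β-galactosidase reporter activity was read as FDG fluorescence (ex 480/em 540) after 30 minutes.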
A-T KAP1 phos = potential ataxia-telangiectasia treatment; […] A-T fibroblasts, KAP-1 phosphorylation AlphaLISA; neocarzinostatin DNA damage 30 min before lysis; 320,000 tested, 0.19% active; Potency, µM (series often up to 57.5 µM), for inactives: at the top dose activation, actives largely listed as activators; AID 485349; also: potency is read from the fitted curve at half-maximal effect; % of control where 0% means no effect; nearly all actives have a fitted effect of over 45% in size
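ATM-like activity read as KAP-1 phosphorylation via AlphaLISA donor/acceptor antibody pairs after lysis and 6 hr at 25C. Cells were ATM-null patient fibroblasts ([…], hTERT), dosed 60 min, then exposed to the DSB inducer NCS for 30 min.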
Eya2 phos inh = blocks the phosphatase activity of human Eya2. Potency, µM (series often up to 76.9 µM), without a hit: at the highest dose activity, negative = inhibition, actives largely listed as inhibitors. recombinant Eya2, OMFP fluorescence dephosphorylation (OMFP is methylfluorescein phosphate). 330,000 tested, 0.006% active; also: potency is read from the fitted curve at half-maximal effect; % is scaled to controls: 0 for no effect and ±100 for the full control effect
Target sequence (O00167 whole entry, looked up): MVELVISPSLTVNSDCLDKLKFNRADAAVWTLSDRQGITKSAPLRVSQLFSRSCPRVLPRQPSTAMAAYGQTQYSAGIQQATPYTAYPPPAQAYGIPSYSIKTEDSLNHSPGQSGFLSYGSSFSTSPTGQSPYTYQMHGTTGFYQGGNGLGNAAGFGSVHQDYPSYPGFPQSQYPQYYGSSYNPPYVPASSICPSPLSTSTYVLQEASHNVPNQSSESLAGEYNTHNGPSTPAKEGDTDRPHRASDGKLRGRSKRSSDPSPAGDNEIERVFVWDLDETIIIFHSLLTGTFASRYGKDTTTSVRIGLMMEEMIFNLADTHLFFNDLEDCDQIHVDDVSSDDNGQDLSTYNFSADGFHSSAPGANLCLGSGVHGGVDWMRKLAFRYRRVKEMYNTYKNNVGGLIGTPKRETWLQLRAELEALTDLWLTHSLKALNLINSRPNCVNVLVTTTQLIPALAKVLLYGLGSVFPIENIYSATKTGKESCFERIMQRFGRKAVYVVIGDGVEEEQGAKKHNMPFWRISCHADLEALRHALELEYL
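Eya2 (0.2 uM) preincubated 10 min at ambient with compound, then OMFP substrate added at 50 uM; 10 min reaction in 50 mM HEPES pH 7.5, 50 mM NaCl, 5 uM MgCl2, 0.05% BSA, 1 mM DTT. Fluorescence read at Ex 485/Em 525 nm.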
Mito fusion act = blocks mitochondrial division or promotes mitochondrial fusion; 320,000 tested, 0.23% active; Potency, µM (top dose mostly 46.1 µM), for the others: at the top dose growth rescue (activation), most hits filed as activators; S. cerevisiae fusion-defective mutant growth rescue, CellTiterGlo 48 h;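 also: potency is read from the fitted curve at half-maximal effect; % of control where 0% means no effect; nearly all actives have a fitted effect of over 45% in size; temperature-sensitive fusion mutants such as fzo1-1 at 37 °C on non-fermentable ethanol glycerol medium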
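Growth-rescue viability read-out: after 48 h at the non-permissive 37C in glycerol/ethanol YPEG, yeast mitochondrial fusion mutants are measured by CellTiterGlo luminescence; compounds (23 nl pinned per well) restoring growth score as division inhibitors or fusion activators.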
TSHR antag = human thyrotropin receptor antagonism; P16473; TSHR-expressing cells, TSH-stimulated cAMP HTRF, 2 h; active compounds read low; activity change, negative = inhibition, % at 11.5 µM; 330,000 tested, 0.2% active; AID 504810;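 active = activity change below a set negative limit, meaning inhibition stronger than a set level, cut at about -70% in these data; inconclusive = activity change between two set negative limits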; also: % is scaled to controls: 0 for no effect and ±100 for the full control effect
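Cell-based HTRF cAMP assay; TSHR cells + compound, TSH EC80 (4nM final), 2 h, 37 deg C. Lysis with anti-cAMP cryptate and cAMP-d2, 30 min RT, read 665/620 nm.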
* = called active by the depositor; ? = inconclusive; · = no result given; [ ] = remark or other dose. Unless noted, calls follow the shape of the dose curve; as a rule, active = well fitted curve in the direction sought with a large enough effect; inconclusive = small, poorly fitted or top-dose-only effect, or another doubt; inactive = no such curve, though single readings can be large; an effect the other way counts as inactive or inconclusive. Rows were taken by chance. About 3.2% of those tested had a hit in this group.

compound	S-ASM inh	BCR signal inh	PTAP TSG101 blk	TCR activator	ELG1 repair inh	Tb PFK inh	Integrin act MD	A-T KAP1 phos	Eya2 phos inh	Mito fusion act	TSHR antag
COC(=O)c1c(NC(=O)COC(=O)c2ccc(NC(=O)CC#N)cc2)sc2c1CCCCC2	0.5%	-8.2%	-1.8%	4.8%	?	?	6.0%	9.4%	-23.0%	-5.8%	6.2
CN(C)C1(CNC(=O)C2CCC(=O)N(CCc3ccc(Cl)cc3)C2)CCCCC1 (configuration not stated)	1.0%	1.4%	-6.8%	-1.3%	19.3%	-6.3%	-26.8%	11.8%	-1.6%	-2.3%	-4.6
Cc1nnc(SCC(=O)N(C)C2CCCCC2)n1C	4.9%	?	1.5%	8.0%	?	-7.4%	3.6%	-4.7%	2.2%	0.4%	5.6
C[C@@H]1CC[C@H]2C(=O)N3[C@@H](CC[C@@H](C)[C@@H]3c3ccc(Br)cc3)C(=O)N2[C@H]1c1ccc(Br)cc1	-6.4%	?	-4.0%	-0.6%	3.5%	4.0%	-33.7%	-5.6%	5.0%	?	10.2
Cc1c2c(nc3c(C(=O)NC4CCCCC4C)cnn13)CCCC2 (configuration not stated)	·	0.7%	·	·	-1.5%	-0.8%	·	-5.9%	5.8%	5.0%	-1.6
COc1ccccc1OCCCCCc1c(C)n[nH]c1C	1.0%	0.5%	-2.6%	-1.7%	?	2.5%	-24.8%	4.3%	?	-6.4%	-8.6
COc1ccc(NS(=O)(=O)c2ccc(C)c(NC(=O)c3ccc(C)c(S(=O)(=O)N4CCOCC4)c3)c2)cc1	-6.6%	?	-0.9%	-2.9%[46.1 µM]	?	-0.5%	-16.0%	-4.1%	2.9%	-2.3%	-17.3
O=C(CCCN1C(=O)C(c2ccccc2)Oc2cccnc21)NCCc1ccc(Cl)cc1 (configuration not stated)	-1.1%	-0.9%	-3.1%	-0.7%	-4.8%	0.1%	?	-3.0%	1.3%	-0.9%	-23.3
CC1CCN(c2nc3c(cc2C#N)COC(C)(C)C3)CC1	286.1%[activator]	17.5%	-0.4%	-3.0%	-3.2%	-6.0%	-3.5%	1.9%	-6.6%	5.8%	-7.2
CN(Cc1ccccn1)C(=O)C1CCC(=O)N(Cc2cccc(C(F)(F)F)c2)C1 (configuration not stated)	4.0%	-8.1%	-6.0%	0.5%	12.4%	-3.9%	15.1%	1.9%	1.8%	-5.8%	-3.7
O=c1[nH][nH]cc1C=Nc1cc(Cl)ccc1O	1.3%	-20.2%	-5.5%	-21.7%	-13.8%	-1.2%	-27.6%	4.6%	2.7%	6.7%	-0.9
CCOc1ccc(OCC(=O)OC(C)C(=O)NC2CCCC2)cc1 (configuration not stated)	3.5%	1.0%	-0.2%	-4.1%	12.4%	-0.2%	6.5%	-3.8%	5.7%	·	-12.2
O=C(Cn1c(-c2cncs2)nc2ccccc21)NCc1ccccc1	2.8%	-18.6%	1.1%	1.4%	-4.4%	0.7%	4.7%	3.0%	6.7%	-0.6%	4.0
CC(CC(=O)Nc1ccccc1C(F)(F)F)c1ccccc1 (configuration not stated)	8.0%	?	-1.3%	-2.9%[46.1 µM]	-0.3%	0.1%	18.8%	2.6%	-2.2%	-3.5%	8.8
COc1cccc(C(=O)Nc2cc(-c3cn4cccnc4n3)ccc2C)c1	433.9%[activator]	-22.6%	0.7%	·	7.4%	3.1%	12.6%	3.8%	-12.0%	2.2%	-7.4
CC(C)Sc1nc(N2CCOCC2)c2c(c1C#N)CC(C)(C)SC2	-7.1%	?	-1.4%	-1.6%	-26.2%	0.4%	28.1%	1.4%	11.7%	-0.5%	-20.1
CC1(C)CC(=O)C(C=NCCN2CCN(C(=O)c3ccc(F)cc3)CC2)=C(O)C1	1.0%	-17.1%	-4.9%	8.0%[46.1 µM]	0.0%	1.6%	-27.7%	·	4.4%	-2.4%	1.3
CC(C)CCNC(=O)Nc1ccc2c(c1)N(C)C(=O)CS2	5.3%	·	-3.9%	-2.1%	·	·	-24.4%	·	·	2.4%	·
Cn1nc(C(=O)Nc2nnc(C3CC3)s2)c2ccccc2c1=O	2.6%	5.4%	-5.5%	7.6%	?	-3.0%	-8.8%	-4.3%	-7.2%	-5.1%	0.5
COc1cc(/C=N/NC(=O)CSc2ccccn2)ccc1O	8.2%	3.6%	0.2%	-0.9%	?	1.7%	7.5%	-19.2%	-3.8%	1.0%	5.1
Cc1nc(NCCc2ccc(O)cc2)c2nnn(Cc3ccccc3)c2n1	-5.4%	?	-9.7%	5.4%	-15.5%	-0.5%	-13.1%	-3.3%	-22.4%	1.8%	-9.9
CCN(c1ccccc1)S(=O)(=O)c1ccc(F)cc1	-0.3%	12.2%	·	·	2.1%	-3.8%	-7.5%	19.0%	3.2%	-2.8%	-3.0
CC1CCCCN1CCn1c(=S)[nH]c2cc3c(cc2c1=O)OCO3 (configuration not stated)	-1.4%	-6.6%	0.5%	-0.9%	0.0%	-4.5%	10.3%	0.2%	-3.3%	4.7%	-7.8
Cc1ccc(N)cc1-n1c(C)ccc1C	9.7%	4.4%	-4.9%	-7.9%	12.3%	1.1%	-47.5%[inhibitor]	-1.1%	15.7%	-3.7%	-6.9
O=C(COc1cc2oc(=O)c3c(c2cc1Cl)CCC3)NCCCN1CCOCC1	4.6%	2.9%	-7.1%	1.0%	7.7%	0.7%	-14.1%	-0.1%	-6.5%	-2.0%	27.0

Not a retest: entries from further up.
compound	S-ASM inh	BCR signal inh	PTAP TSG101 blk	TCR activator	ELG1 repair inh	Tb PFK inh	Integrin act MD	A-T KAP1 phos	Eya2 phos inh	Mito fusion act	TSHR antag
COC(=O)c1c(NC(=O)COC(=O)c2ccc(NC(=O)CC#N)cc2)sc2c1CCCCC2	0.5%	-8.2%	-1.8%	4.8%	?	?	6.0%	9.4%	-23.0%	-5.8%	6.2
CN(C)C1(CNC(=O)C2CCC(=O)N(CCc3ccc(Cl)cc3)C2)CCCCC1 (configuration not stated)	1.0%	1.4%	-6.8%	-1.3%	19.3%	-6.3%	-26.8%	11.8%	-1.6%	-2.3%	-4.6

Carrying on.
compound	S-ASM inh	BCR signal inh	PTAP TSG101 blk	TCR activator	ELG1 repair inh	Tb PFK inh	Integrin act MD	A-T KAP1 phos	Eya2 phos inh	Mito fusion act	TSHR antag
Cc1c(C(=O)Nc2ccc(OC(F)(F)F)cc2)sc2nc3n(c(=O)c12)CCC3	-14.8%	?	0.5%	-5.8%	?	3.1%	-28.9%	-3.2%	-5.8%	12.3%	-8.5
COc1cc(NS(=O)(=O)c2ccc3c(c2)NC(=O)CO3)cc(OC)c1	11.8%	4.5%	-0.6%	1.5%	0.1%	-3.5%	11.7%	14.4%	-9.8%	-2.8%	-4.9
CN(C)c1ccc(C(=O)Nc2ccc(O)c3c(=O)cc(-c4ccccc4Cl)oc23)cc1	-3.3%	4.4%	-5.6%	-2.4%	?	2.4%	-2.4%	-21.6%	-17.0%	25.5%	-0.9
CSc1ccccc1NC(=O)c1cc(C2CC2)on1	5.5%	-14.9%	-0.8%	1.3%	?	-10.7%	3.0%	9.7%	-10.7%	3.2%	-12.1
COc1ccc(S(=O)(=O)Nc2ccccc2C(=O)OC2CCCN(C)C2)cc1OC (configuration not stated)	3.8%	-0.7%	-4.0%	6.5%	-5.2%	1.3%	23.6%	4.1%	-1.3%	-1.6%	0.7
CC(C)c1ccc(C2/C(=C(/O)c3ccc(F)cc3)C(=O)C(=O)N2CCCN2CCOCC2)cc1 (configuration not stated)	-3.2%	-0.9%	-3.3%	-2.8%	3.8%	1.6%	?	1.4%	-1.3%	-0.6%	-7.3

Assay outcomes (PubChem)
